From PubChem
NPSR antagonist: antagonists of human neuropeptide S receptor cAMP signaling; Q6W5P4; CHO-NPSR cells, cAMP TR-FRET, antagonist mode; Potency, µM (highest dose often 38.3 µM), for inactives: top-dose activity change, negative = inhibition, hits mostly inhibitors; 220,000 tested, 1% active; AID 1461; further: potency means the concentration at half of the fitted maximal effect; on the % scale 0 is the no-effect control and ±100 the full control effect; nearly all actives have a fitted effect of over 50% in size; many of its hits are not listed in these tables
Target sequence (Q6W5P4 whole entry, looked up): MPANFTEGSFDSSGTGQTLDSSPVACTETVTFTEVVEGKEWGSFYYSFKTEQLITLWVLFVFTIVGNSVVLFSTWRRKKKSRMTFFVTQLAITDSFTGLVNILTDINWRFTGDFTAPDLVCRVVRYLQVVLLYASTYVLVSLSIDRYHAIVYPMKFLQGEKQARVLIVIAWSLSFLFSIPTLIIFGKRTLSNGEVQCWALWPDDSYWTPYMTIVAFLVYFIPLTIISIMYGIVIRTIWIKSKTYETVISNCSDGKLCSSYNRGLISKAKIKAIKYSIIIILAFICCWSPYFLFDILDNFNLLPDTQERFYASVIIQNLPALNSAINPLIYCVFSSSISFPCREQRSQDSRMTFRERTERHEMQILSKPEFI
Luc counter: blocks Kinase-Glo luciferase, a counter-screen artifact. Q27757. Kinase-Glo luciferase, ATP luminescence, 8 min. Potency, µM (highest dose often 38.3 µM), for inactives: top-dose activity change, negative = inhibition, most hits filed as inhibitors. 200,000 tested, 0.28% active. AID 1379; further: potency means the concentration at half of the fitted maximal effect; on the % scale 0 is the no-effect control and ±100 the full control effect; nearly all actives have a fitted effect of over 60% in size
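Kinase-Glo luciferase light output from ATP and luciferin was measured with 10 uM ATP, within the enzyme's linear range. Buffer: 50 mM imidazole pH 7.2, 50 mM KCl, 7 mM MgCl2, 0.01% Tween 20, 0.05% BSA; luminescence read after 8 min at ambient temperature.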
aGal spleen mod: alpha-galactosidase A (human) modulation. human spleen homogenate, 4MU-alpha-Gal fluorescence, 40 min. Potency, µM (highest dose often 80 µM), for the others: top-dose activity change, negative = inhibition, hits mostly inhibitors. 240,000 tested, 0.008% active;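 further: potency means the concentration at half of the fitted maximal effect; 0% = enzyme with vehicle and -100% = no enzyme basal signal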
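qHTS titration in buffer at pH 5.0. Alpha-galactosidase activity in spleen homogenate was measured via 4-methylumbelliferone release from 1 mM fluorogenic substrate after 40 min at 37C and a pH 10 stop. AC50 came from Hill fits of control-normalized data.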
LMNA splice mod: changes lamin A minigene splicing in HeLa cells; HeLa LMNA splicing GFP/RFP minigene ratio, 48 h; Potency, µM (doses to about 46.1 µM), without a hit: at the top dose ratio change, negative = inhibition, hits mostly inhibitors; 200,000 tested, 0.01% active; active means well fitted inhibition curve with a large enough effect in the signal ratio, with a control signal flat, not every such curve was filed as active; inconclusive means small, poorly fitted or top-dose-only effect, or effect the other way, or a change in a side signal; the % refers to the signal ratio; further: potency means the concentration at half of the fitted maximal effect; on the % scale 0 is the no-effect control and ±100 the full control effect
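Read-out is the ratio of GFP to DsRed2 object intensity, acquired by 488 nm laser-scanning cytometry on HeLa lamin A-EGFP minigene reporter cells. Compound incubation 48 hrs at 37 °C in Opti-MEM with 2% FBS; DMSO 0.5% final.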
IMPase Li cell: membrane-permeable IMPase blocker, potentiated with lithium; 210,000 tested, 0.35% active; CHO-M1 cells, IP1 TR-FRET (IP-One), carbachol + lithium; Potency, µM (highest dose often 59.4 µM), for inactives: at the top dose activity, negative = IMPase inhibition, actives largely listed as inhibitors;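 further: IP1 builds up when IMPase is blocked and the TR-FRET signal falls; potency means the concentration at half of the fitted maximal effect; plate controls were basal vehicle for no effect and high inhibitor control for full effect; nearly all actives have a fitted effect of over 50% in size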
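Test compounds were applied to CHO-M1 cells previously cultured for 16–30 h at 2000 per well. A small lithium amount accompanied them; after 30 min at 37C, IP1 was quantified by TR-FRET.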
Epigenetic derep: regulators of epigenetic silencing causing reporter derepression in mouse cells | Potency, µM (top dose mostly 53.9 µM), without a hit: at the highest dose GFP activation, hits mostly activators | AID 1865 | 280,000 tested, 0.2% active | murine LDR cells, GFP reporter derepression, 30 h; further: potency means the concentration at half of the fitted maximal effect; % of control where 0% means no effect; nearly all actives have a fitted effect of over 60% in size
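Murine LDR cells carrying a silenced, genomically integrated CMV-driven GFP reporter were exposed to compound for 30 hours at 37 C. After PBS washes, GFP-positive cells (20–120 um objects) were counted by laser-scanning microplate cytometry.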
CBFb-RUNX1 inh: inhibitors of human CBF-beta and RUNX1 interaction; Q01196+Q13951; AlphaScreen CBFb-His/RUNX1-biotin binding, biochemical; Potency, µM (series often up to 59.8 µM), for the others: at the top dose activity, negative = inhibition, hits mostly inhibitors; 230,000 tested, under 10 active; further: % of control where 0% means no effect
Target sequence (Q01196 whole entry, looked up): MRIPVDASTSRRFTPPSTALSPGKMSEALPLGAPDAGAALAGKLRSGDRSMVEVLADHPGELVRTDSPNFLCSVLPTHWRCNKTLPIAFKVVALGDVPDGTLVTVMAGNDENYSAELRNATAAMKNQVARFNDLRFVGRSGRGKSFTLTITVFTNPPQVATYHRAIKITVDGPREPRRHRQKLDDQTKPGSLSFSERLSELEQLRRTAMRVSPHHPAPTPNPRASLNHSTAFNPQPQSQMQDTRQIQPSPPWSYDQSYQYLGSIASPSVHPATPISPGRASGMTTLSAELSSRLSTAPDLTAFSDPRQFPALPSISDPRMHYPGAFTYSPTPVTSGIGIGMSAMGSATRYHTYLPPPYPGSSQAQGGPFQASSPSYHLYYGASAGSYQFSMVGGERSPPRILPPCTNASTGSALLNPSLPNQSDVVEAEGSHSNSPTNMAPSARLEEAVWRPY
Target sequence (Q13951 whole entry, looked up): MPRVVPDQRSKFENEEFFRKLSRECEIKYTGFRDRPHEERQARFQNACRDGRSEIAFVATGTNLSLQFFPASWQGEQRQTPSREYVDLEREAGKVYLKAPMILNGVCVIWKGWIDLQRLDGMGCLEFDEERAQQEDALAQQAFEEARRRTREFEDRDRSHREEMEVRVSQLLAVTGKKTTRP
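Inhibition was taken as any reduction in AlphaScreen signal from the CBF-beta–RUNX1 pair (His and biotin tags, 30 nM each), measured after compound (15 min) and bead (90 min) incubations at room temperature.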
The depositor's hits bear a star; ? = inconclusive; . = not tested or not shown; & = joins results of further samples; [ ] = another dose, or the depositor's remark. Unless noted, the call rests on the fitted dose curve; in most records, active means well fitted curve in the direction sought with a large enough effect; inconclusive means small, poorly fitted or top-dose-only effect, or another doubt; inactive means no such curve, though single readings can be large; an effect the other way counts as inactive or inconclusive. Only part of the results is shown. The share of hits here may be higher or lower than overall.

No. | mol | NPSR antagonist | Luc counter | aGal spleen mod | LMNA splice mod | IMPase Li cell | Epigenetic derep | CBFb-RUNX1 inh
1 | CCCCNC(=O)NC12CC3CC(CC(C3)C1)C2 | 2% | -5% | -2% | . | 8% | 0.0% | 10%
2 | Cc1ccc(CNC(=O)c2ccc(COc3ccccc3)cc2)cc1 | 3% | -1% | 7% | ? | -1% | 1.0% | 7%
3 | OC[C@H]1O[C@@H](n2cnc3c(NCc4ccco4)ncnc32)[C@H](O)[C@@H]1O | . | -1%&3% | 5%&1% | . | 0%&14% | 3.1%&-0.3% | -8%
4 | Cc1cc(C)c(C#N)c(SCc2cn3ccccc3n2)n1 | 10% | -2% | 1% | -22% | -11% | 4.5% | ?
5 | COC(=O)[C@@]1(Cc2ccc(F)cc2)[C@H]2c3cc(C(=O)N(C)C)n(CCc4ccccn4)c3C[C@H]2CN1C(=O)c1ccccc1 | -35% | -1%&-2% | 4%&-6% | 16% | -5%&-6% | 0.0%&1.6% | -10%&9%
6 | O=C(Nc1ccc(C(=O)NN2C(=O)c3ccccc3C2=O)cc1)c1ccccc1 | 8% | . | -3% | . | -1% | 0.9% | -3%
7 | Cc1cc(NC(=O)c2cccc3ccccc23)cc(C)c1OCC(=O)N1CCOCC1 | -4%[46.1 µM] | 6% | -1% | 1% | -4%[38.3 µM] | 4.5% | -1%
8 | Cn1c(SCC(=O)Nc2cccc3ccccc23)nc(O)cc1=O | -8%[46.1 µM] | 2% | -6% | 23% | 20%[38.3 µM] | -0.8% | 13%
9 | CC1Cc2ccccc2N1CC(=O)Nc1ccc2c(c1)OC(F)(F)O2 (stereo not given) | ? | -4% | 0% | -3% | 42%[activator][38.3 µM] | -2.6% | -12%
10 | CC(=O)Nc1ccc(NC(=O)CSc2nc(C)nc3sc(C)c(C)c23)cc1 | 10% | 0% | -4% | ? | -3% | -6.3% | -13%
11 | Cc1cc(NS(=O)(=O)c2ccc(NC(=O)CSc3nc4ncc(Cl)cc4[nH]3)cc2)nc(C)n1 | -11% | . | 0% | . | . | 0.1% | 1%
12 | Cc1cc(NC(=O)c2cnn3c(C(F)(F)F)cc(-c4ccc(Br)cc4)nc23)no1 | 4%[46.1 µM] | -3% | 4% | -5% | 18%[38.3 µM] | 1.5% | -1%
13 | O=C(NCc1ccc2c(c1)OCO2)c1ccc2snnc2c1 | -8%[46.1 µM] | 2% | -5% | ? | 36%[activator][38.3 µM] | 0.6% | 14%
14 | Cc1ccc(S(=O)(=O)Nc2ccccc2C(=O)Nc2sccc2C(=O)NN(C)C)cc1 | -9% | -3% | 1% | 10% | 10% | -0.9% | 1%[2.36 µM]
15 | CC(C)CNC(=O)c1ccccc1NC(=O)c1ccc(CN2CCOCC2)cc1 | -4%[46.1 µM] | 0% | 8% | -1% | -2% | 0.0% | 18%
16 | O=C1c2cccnc2C(=O)N1Cc1ccc(F)cc1 | 5%[46.1 µM] | -3% | -4% | 10% | 8%[38.3 µM] | -1.1% | -12%
17 | COC(=O)C1=C(N)Oc2cc(C)n(C)c(=O)c2C1c1ccc(Cl)c(Cl)c1 (stereo not given) | -17%[46.1 µM] | 1% | -8% | -4% | -8%[38.3 µM] | -0.8% | -2%
18 | COc1ccc(CN=C2Nc3ccccc3CS2)cc1 | -8%[46.1 µM] | -22% | -4% | ? | 8%[38.3 µM] | -0.2% | 1%
19 | Cc1ccc(Cl)cc1-n1ncc2c(NNC(=O)c3ccco3)ncnc21 | 2% | 8% | 4% | . | -7% | -1.5% | -2%
20 | Cc1ccc(S(=O)(=O)NCCC(=O)OCC(=O)Nc2ccccc2Cl)cc1 | 12% | 4% | -6% | ? | 2% | -2.5% | 12%
21 | CC(C)CCn1c(COc2ccccc2)n[nH]c1=S | -18% | 1% | 9% | -18%[46 µM] | 24% | 4.9% | -6%
22 | CCOc1ccc(S(=O)(=O)N2CCC(C(N)=O)CC2)c2ccccc12 | 0%[46.1 µM] | -5% | 0% | ? | -15%[38.3 µM] | 0.8% | 2%
23 | C/C(=N\O)C1(C)N(O)C(C)(C)C(c2ccco2)=[N+]1[O-] (stereo not given) | -13%[46.1 µM] | 2% | 11% | -8% | 7% | 0.0% | 4%
24 | Cc1ccc(Cn2nnc3c(=O)n(CC(=O)NCC4CCCO4)cnc32)cc1 (stereo not given) | 24%[46.1 µM] | 1% | 10% | -2% | 7%[38.3 µM] | 1.9% | -4%
25 | O=C(N/N=C/c1cnc2ccccc2n1)c1cccc(F)c1 | -9% | 10% | -6% | -3% | 5% | 1.1% | -4%
26 | CC(C(=O)O)N1C(=O)CSC1=S (stereo not given) | -3%[46.1 µM] | 6% | 2% | -2% | -10%[38.3 µM] | 2.9% | 2%
27 | CC(C)=CCC/C(C)=C/CN(CC(C)O)CC(C)O (stereo not given) | -5%[46.1 µM] | 1% | 1% | -3% | 19%[38.3 µM] | -2.1% | 8%
28 | C/C(N)=C(/C#N)C(=O)COC(=O)c1cc(-c2cccc3ccccc23)nc2ccccc12 | -40% | 1% | 8% | -1% | 5% | 0.0% | 4%
29 | CCOc1cccc(-c2cc(C(=O)N/N=C/c3ccc(OC)c(CN4CCOCC4)c3)c3ccccc3n2)c1 | -11% | 3% | 10% | -10% | 1% | 0.0% | ?
30 | CCc1nnc(NC(=O)c2cc(-c3ccccc3)nn2-c2ccccc2)s1 | -17%[46.1 µM] | 0% | -7% | -7% | -1%[38.3 µM] | -1.4% | 0%
31 | CCOC(=O)COc1c(OC)cc(Cl)cc1C1Nc2ccccc2C(=O)N1c1cccc(C)c1 (stereo not given) | ? | -6% | 13% | -1% | 4%[38.3 µM] | 0.0% | 6%
32 | CCc1ccc(NC(=O)Cn2cnc3c(=O)n(C)c(=O)n(C)c32)cc1 | 22% | 0% | 2% | . | 0% | 0.1% | 2%
33 | Cc1csc(NC(=O)CSc2nc3ccccc3s2)n1 | -9%[46.1 µM] | 1% | 3% | -1% | 21%[38.3 µM] | -0.1% | 5%
34 | COc1ccc(C(O)P(=O)(OCCC(C)C)c2ccc(N(C)C)cc2)cc1OC (stereo not given) | 7% | . | 0% | . | . | -2.0% | 0%
35 | CCc1ccc(NC(=O)Cn2c(=O)n(CCCC(=O)NCc3ccco3)c(=O)c3ccccc32)cc1 | 3%[46.1 µM] | -1% | -4% | 5% | 12%[38.3 µM] | 0.3% | 3%
36 | CCOc1ccc(CC(=O)NCc2cn3c(C)csc3n2)cc1 | -4%[46.1 µM] | -4% | -8% | -9% | 3%[38.3 µM] | 0.0% | 1%
37 | Cc1ccc(NC(=O)/C(=C\C=C\c2ccccc2)NC(=O)c2ccccc2)cc1 | -2%[46.1 µM] | 4% | -1% | -11% | -4% | -0.9% | 2%
38 | CC(C)(C)NC(=O)CSc1nc(-c2ccccc2)c(-c2ccccc2)[nH]1 | -13%[46.1 µM] | 16% | -4% | ? | 35%[activator][38.3 µM] | 1.4% | -5%
39 | O=C1C(Cl)=C(N2CCOCC2)C(=O)N1c1cccc(Cl)c1 | -12%[46.1 µM] | -4% | 1% | 4% | -7%[38.3 µM] | ? | -1%
40 | O=C1CCCc2nc(N3CCN(C(c4ccccc4)c4ccccc4)CC3)ncc21 | -4%[46.1 µM] | 2% | 0% | ? | 7%[38.3 µM] | -1.0% | -9%
41 | CC1CN(C2CCN(S(=O)(=O)c3ccc(F)cc3)CC2)CC(C)O1 (stereo not given) | 7%[46.1 µM] | -2% | -2% | -14% | 23%[38.3 µM] | 0.1% | 2%
42 | CCN(CC)c1ncnc2ccc(Br)cc12 | 9%[46.1 µM] | -5% | 2% | 10% | 25µM* | -1.8% | 2%
43 | Cc1ccccc1S(=O)(=O)Nc1ncnc2scc(-c3ccccc3)c12 | -7% | 0% | 4% | -7% | -1% | 3.8% | 4%
44 | CN(C)Cc1ccccc1-c1cncnc1NCc1ccccc1 | . | 1% | -8% | 12% | 9% | 0.4% | .
45 | O=C1Nc2ccccc2OCc2c1cccc2[N+](=O)[O-] | 2% | 4% | 3% | . | 1% | -2.9% | 3%
46 | COc1ccc(-c2noc(CCC(=O)NCc3cccnc3)n2)cc1 | -3%[46.1 µM] | . | -16% | ? | . | -8.9% | -2%
47 | CC(Cc1ccccc1)C(=O)NCc1ccccn1 (stereo not given) | 6% | -1%&-2% | 2%&-2% | -1% | 1%&-8% | -1.4%&3.5% | 7%[2.36 µM]
48 | Nc1nccc(/C=C/c2ccc(Cl)cc2)n1 | 7% | . | 14% | . | . | 0.1% | 4%
49 | C=C1CCC2C(C)(CO)C(O)CCC2(C)C1C/C=C1\C(=O)OCC1O (stereo not given) | . | -1% | 10% | . | 6% | -0.3% | 14%[21.7 µM]
50 | COc1ccc(NS(=O)(=O)c2ccc3oc(SCc4ccc(F)cc4)nc3c2)cc1 | -33% | 4% | -4% | ? | 2% | -1.1% | 8%
51 | O=C(O)C1CSC(c2ccco2)N1 (stereo not given) | 4% | 0% | 12% | 24%[46 µM] | -6% | -1.8% | .

Sorted by value in LMNA splice mod (lowest first): some entries from above
nr | SMILES | NPSR antagonist | LMNA splice mod | IMPase Li cell | Epigenetic derep | CBFb-RUNX1 inh
41 | CC1CN(C2CCN(S(=O)(=O)c3ccc(F)cc3)CC2)CC(C)O1 (stereo not given) | 7%[46.1 µM] | -14% | 23%[38.3 µM] | 0.1% | 2%
37 | Cc1ccc(NC(=O)/C(=C\C=C\c2ccccc2)NC(=O)c2ccccc2)cc1 | -2%[46.1 µM] | -11% | -4% | -0.9% | 2%
43 | Cc1ccccc1S(=O)(=O)Nc1ncnc2scc(-c3ccccc3)c12 | -7% | -7% | -1% | 3.8% | 4%
39 | O=C1C(Cl)=C(N2CCOCC2)C(=O)N1c1cccc(Cl)c1 | -12%[46.1 µM] | 4% | -7%[38.3 µM] | ? | -1%
42 | CCN(CC)c1ncnc2ccc(Br)cc12 | 9%[46.1 µM] | 10% | 25µM* | -1.8% | 2%
44 | CN(C)Cc1ccccc1-c1cncnc1NCc1ccccc1 | . | 12% | 9% | 0.4% | .

Pulled one by one from the entries so far, 2 records:
No. | mol | NPSR antagonist | Luc counter | aGal spleen mod | LMNA splice mod | IMPase Li cell | Epigenetic derep | CBFb-RUNX1 inh
45 | O=C1Nc2ccccc2OCc2c1cccc2[N+](=O)[O-] | 2% | 4% | 3% | . | 1% | -2.9% | 3%
47 | CC(Cc1ccccc1)C(=O)NCc1ccccn1 (stereo not given) | 6% | -1%&-2% | 2%&-2% | -1% | 1%&-8% | -1.4%&3.5% | 7%[2.36 µM]
